Screens from PubChem BioAssay.
IL2 activator = IL-2 activation; IL-2 activation reporter assay, cell-based qHTS; stimulated with anti-CD3/CD4/CD28 beads; in transgenic mouse T cells; activation, % (series mostly up to about 46 µM); 0.065% of 360,000 active; in the data active = activation above about 50%; inconclusive = mostly about 30% to 49%; note: 0% is about no effect
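Unstimulated transgenic mouse T cells preincubated 60 min with compound, then stimulated with anti-CD3/anti-CD4-coated beads plus anti-CD28 for 18 h at 37 degrees C. IL-2 response read as EGFP and DsRed fluorescence by plate cytometry.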
aSyn yeast inh = rescues yeast growth from alpha-synuclein toxicity; Yeast expressing alpha-synuclein, growth rescue, BacTiter-Glo, 24 h; Potency, µM (highest dose often 46.1 µM), inactives show at the highest dose growth rescue (activation), most hits filed as activators; 0.14% of 370,000 active; note: potency is the fitted concentration of half-maximal effect; % of control where 0% means no effect; nearly all actives have a fitted effect of over 65% in size
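Readout is rescue of growth in alpha-synuclein-expressing yeast, so inhibitors of toxicity appear as activators. Growth after 24 hr at 30 deg C in galactose medium is quantified by luminescence.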
PI5P4Ka inh = PI5P4K alpha (human) kinase inhibition. PI5P4Kalpha enzyme, ADP-Glo luminescence, 60 min; stronger effect = lower value. max response, %. 1.2% of 330,000 active. AID 652105; active = max response of -50% or lower; inconclusive = between -30% and -50%; inactive = -30% or higher; note: value at the top dose of about 77 µM; % is set by controls: 0 for no effect and ±100 for the full control effect
Target sequence (P48426 whole entry, looked up): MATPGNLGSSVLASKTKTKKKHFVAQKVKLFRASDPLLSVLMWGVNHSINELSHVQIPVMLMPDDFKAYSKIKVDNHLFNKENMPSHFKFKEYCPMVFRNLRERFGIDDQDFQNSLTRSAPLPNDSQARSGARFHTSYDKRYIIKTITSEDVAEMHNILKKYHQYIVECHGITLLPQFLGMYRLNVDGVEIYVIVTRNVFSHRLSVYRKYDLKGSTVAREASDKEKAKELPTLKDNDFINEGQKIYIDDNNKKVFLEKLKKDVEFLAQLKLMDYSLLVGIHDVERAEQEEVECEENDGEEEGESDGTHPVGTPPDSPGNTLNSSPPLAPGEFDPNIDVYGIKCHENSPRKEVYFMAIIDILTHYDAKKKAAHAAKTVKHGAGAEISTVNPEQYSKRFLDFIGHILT
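ADP-Glo luminescence end-point after a 60 min room-temperature kinase reaction. PI5P4Kalpha and substrate in HEPES pH 7.4 buffer with EGTA, 0.1% CHAPS and 5% DMSO; ATP at 5 microM final.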
FUS yeast rescue = rescues growth of FUS-expressing yeast; S. cerevisiae FUS-expressing, growth rescue, OD600, 24 h; Potency, µM (titrated, usually from 76.6 µM), without a hit: top-dose growth rescue (activation), hits mostly activators; 0.24% of 390,000 active;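 note: potency is the fitted concentration of half-maximal effect; plate controls were DMSO vehicle for no effect and reference control for full effect; nearly all actives have a fitted effect of over 55% in size; some results filed as inactive show a strong effect at the top dose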
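Restored growth of FUS-toxic S. cerevisiae, read as 600 nm absorbance after 24 h at 30C in galactose medium (starting OD 0.005). Controls CP55940 and DMSO.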
EPAC1 antag = antagonists of human EPAC1; EPAC1 GEF assay, Rap1b-BODIPY-GDP exchange fluorescence; Potency, µM (doses to about 115 µM), inactives show at the highest dose activity change, negative = inhibition, actives largely listed as inhibitors; 0.14% of 360,000 active;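 note: potency is the fitted concentration of half-maximal effect; plate controls were vehicle for no effect and positive control for full effect; nearly all actives have a fitted effect of over 50% in size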
WRN helicase inh = blocks human WRN helicase; Q14191; WRN helicase unwinding, fluorescent forked duplex, kinetic; Potency, µM (top dose mostly 114 µM), inactives show at the top dose activity change, negative = inhibition, actives largely listed as inhibitors; 0.46% of 360,000 active; note: potency is the fitted concentration of half-maximal effect; % is set by controls: 0 for no effect and ±100 for the full control effect; nearly all actives have a fitted effect of over 55% in size
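Screening of the MLSMR collection measured strand separation of a quenched forked DNA duplex (100 nM) by 20 nM WRN with 2 mM ATP, all final. Compounds were preincubated with enzyme 15 min at room temperature.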
PLK1 PBD inh = blocks phosphopeptide binding to human PLK1 polo-box domain; 2.8% of 360,000 active; P53350; Potency, µM, without a hit: max response, negative = inhibition, hits mostly inhibitors; Plk1 PBD binding of FITC phosphopeptide, fluorescence polarization; note: potency is the fitted concentration of half-maximal effect; series mostly up to about 57 µM; % is set by controls: 0 for no effect and ±100 for the full control effect; nearly all actives have a fitted effect of over 65% in size
Target sequence (P53350 whole entry, looked up, the tested form may be a part): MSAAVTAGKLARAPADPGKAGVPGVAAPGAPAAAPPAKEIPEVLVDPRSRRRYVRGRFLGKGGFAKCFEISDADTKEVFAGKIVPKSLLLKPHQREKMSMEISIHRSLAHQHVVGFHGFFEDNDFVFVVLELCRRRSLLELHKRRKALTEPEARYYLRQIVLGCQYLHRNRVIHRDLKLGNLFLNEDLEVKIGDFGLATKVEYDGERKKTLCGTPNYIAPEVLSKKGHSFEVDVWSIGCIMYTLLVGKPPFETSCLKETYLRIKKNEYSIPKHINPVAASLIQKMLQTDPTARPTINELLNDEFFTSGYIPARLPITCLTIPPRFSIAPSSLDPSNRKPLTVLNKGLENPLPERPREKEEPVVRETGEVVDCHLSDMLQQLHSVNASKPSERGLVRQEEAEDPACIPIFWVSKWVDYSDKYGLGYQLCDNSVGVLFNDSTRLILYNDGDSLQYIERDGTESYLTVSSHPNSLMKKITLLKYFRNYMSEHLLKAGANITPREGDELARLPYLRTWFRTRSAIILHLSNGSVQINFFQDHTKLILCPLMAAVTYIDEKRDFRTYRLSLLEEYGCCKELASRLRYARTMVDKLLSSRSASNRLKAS
EPAC1 agonist = activates human EPAC1 exchange factor; O95398; EPAC1 agonist qHTS, biochemical assay; response scale: 100% = response to 6.5 mM cAMP; Potency, µM (series often up to 154 µM), without a hit: at the highest dose activation, usual class: activators; 0.073% of 360,000 active; AID 720707; note: potency is the fitted concentration of half-maximal effect; nearly all actives have a fitted effect of over 60% in size
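Read-out is the fluorescence drop as BODIPY-GDP leaves Rap1B (480 nm excitation, 540 nm emission), recorded every 5 minutes over 30 minutes. Reactions held 100 nM EPAC1, 250 nM Rap1B–BODIPY-GDP and 50 uM GDP, with 6.5 mM cAMP setting full activation.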
Abeta rescue = restores growth of yeast expressing A-beta42 peptide; yeast expressing A-beta42, growth rescue, OD600, 48 h; response scale: 0% DMSO, 100% iron-clioquinol control; 0.063% of 410,000 active; AID 1347071; Potency, µM (series often up to 46.1 µM), without a hit: top-dose growth rescue, usual class: activators; note: potency is the fitted concentration of half-maximal effect; nearly all actives have a fitted effect of over 55% in size
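Yeast A-beta toxicity model in growth medium with pinned compounds, 48 h at 30 C; growth read as absorbance at 600 nm. Normalized to FeCl3/clioquinol equimolar mix (positive) and DMSO (negative).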
An asterisk follows results filed as active; ? = inconclusive; nt = not tested or not shown; [ ] = remark or other dose. Unless noted, calls come from the whole dose curve; as a rule, active = well fitted curve in the direction sought with a large enough effect; inconclusive = small, poorly fitted or top-dose-only effect, or another doubt; inactive = no such curve, though single readings can be large; an effect the other way counts as inactive or inconclusive.

SMILES | IL2 activator | aSyn yeast inh | PI5P4Ka inh | FUS yeast rescue | EPAC1 antag | WRN helicase inh | PLK1 PBD inh | EPAC1 agonist | Abeta rescue
COc1ccc(NC(=O)CC2SC(=Nc3ccccc3)NC2=O)c(OC)c1 (configuration not stated) | 1.6 | 5% | -1 | -9% | -5% | -7% | -5% | -6% | 0%
Nc1nc(NC(=O)Cc2ccccc2)nn1-c1ccccc1 | -2.7 | 0% | 0 | -6% | 3% | 11% | -9% | -3% | 1%
CCOc1ccc(OCC)c(NC(=O)CSCCc2ccccn2)c1 | -0.4 | -1% | -6 | -6% | 4% | -1% | -3% | 4% | 1%
N#CCCN(Cc1cccnc1)C(=O)Nc1cccc(Cl)c1 | 3.3 | 0% | 0 | -14% | 2% | -5%[57.1 µM] | -1% | -1% | 12%
O=C(NCCCN1CCOCC1)c1cc(C(=O)C2CC2)c[nH]1 | 0.8 | 5% | 2 | -7% | -5% | 4% | -2% | 3% | 11%
C=CCn1c(CNS(=O)(=O)c2ccc(F)cc2)n[nH]c1=S | 0.1 | 8% | -2 | -3% | -18% | 2% | 0% | -1% | -4%
O=C(c1ccc(Cl)cc1)C1CCN(C(=O)c2ccccc2F)CC1 | -0.5 | 10% | 1 | -12% | -15% | 0% | 2% | -5% | -2%
Cc1nc2scc(C)n2c(=O)c1S(=O)(=O)NCc1ccccc1 | -1.2 | -5% | 3 | -6% | 3% | -3% | -6% | 3% | -8%
CCCC1CCC(=NNS(=O)(=O)c2ccc(C)c([N+](=O)[O-])c2)CC1 (configuration not stated) | -0.4 | 16% | 6 | nt | 0% | -29% | ? | -10% | -8%
Cc1oc(-c2cccc(Cl)c2)nc1CN1CCC(C(=O)N2CCN(c3ccccc3F)CC2)CC1 | -3.2 | 12% | 0 | 12% | -14% | -12% | -10% | -15% | -14%
Cc1ccc(N2C(=O)CSC2c2cccnc2)c(Cl)c1 (configuration not stated) | -0.4 | 0% | -4 | 14% | 4% | 1% | -22% | 7% | 11%
CCc1ccc(NC(=O)CCC(=O)c2ccccc2)cc1 | -2.3 | 2% | -1 | -29% | -7% | 0% | 3% | -5% | 6%
Cc1c(NC(=S)NC(=O)c2cc3ccccc3o2)c(=O)n(-c2ccccc2)n1C | -1.6 | -2% | -11 | -7% | 2% | 5% | -12% | 0% | -8%
COc1c(C)cc(C(=O)C2CCCN(C(=O)c3ccc4[nH]ccc4c3)C2)cc1C (configuration not stated) | 1.4 | 2% | 8 | 33% | ? | -1%[57.1 µM] | -1% | 13% | 8%
COc1ccccc1C(=O)N/C(=C\c1cn(S(=O)(=O)N(C)C)c2ccccc12)C(=O)N1CCCCC1 | -3.4 | 0% | 5 | 21% | -14% | -4%[57.1 µM] | -12% | 7% | 3%
CC(C)CC(NC=C1C(=O)OC(C)(C)OC1=O)C(=O)O (configuration not stated) | -0.5 | 1% | 2 | 1% | 2% | 1% | -3% | -2% | 9%
O=C(COC(=O)/C=C/c1ccc(Cl)cc1)NCc1cccs1 | -1.4 | -9% | 0 | -6% | 0% | 6% | -4% | 6% | -12%
CCNS(=O)(=O)c1ccc(NC(=S)NCc2ccco2)cc1 | -0.8 | -10% | -12 | 2% | 3% | 0% | -18% | -5% | -17%
O=C(O)c1ccc(N2C(=O)/C(=C/C=C/c3ccccc3)SC2=S)cc1 | -0.1 | 6% | -26 | -3% | 14% | -7%[57.1 µM] | 27µM* | 12% | 3%
C=CCc1c(C)nc2c(C)cccc2c1SC(=N)N | 0.3 | -3% | 17 | -2% | -2% | -5% | -2% | -3% | -14%
O=C(c1ccc2n[nH]nc2c1)N1CCN(c2ccc(C(F)(F)F)cn2)CC1 | 0.7 | 4% | 1 | -22% | 17% | 0% | 3% | 5% | 7%
CC(C)(C)c1ccc(OCCC(=O)NCC(c2cccs2)N2CCOCC2)cc1 (configuration not stated) | -4.2 | 3% | 11 | 14% | -16% | 0% | -4% | 4% | 12%
CN(C)c1ccc(CNc2nc3ccccc3n2C)cc1 | -1.5 | 2% | -19 | -43% | 5% | 3% | -4% | 3% | -7%
Cc1ccc(C(=O)N/C(=C\c2cccs2)C(=O)NCc2ccncc2)cc1 | -1.6 | 0% | nt | 31% | 7% | 2% | -11% | 7% | -16%
CS(=O)(=O)NNC(=O)C1Cc2c(ccc3ccccc23)O1 (configuration not stated) | 2.3 | 2% | 5 | -28% | -1% | -6% | 4% | -7% | 1%

Results in EPAC1 agonist, for 2 of the compounds above:
structure	EPAC1 agonist
COc1c(C)cc(C(=O)C2CCCN(C(=O)c3ccc4[nH]ccc4c3)C2)cc1C (configuration not stated)	13%
COc1ccccc1C(=O)N/C(=C\c1cn(S(=O)(=O)N(C)C)c2ccccc12)C(=O)N1CCCCC1	7%

New compounds follow.
SMILES | IL2 activator | aSyn yeast inh | PI5P4Ka inh | FUS yeast rescue | EPAC1 antag | WRN helicase inh | PLK1 PBD inh | EPAC1 agonist | Abeta rescue
Cn1nnnc1SCC(=O)NC1CCCc2ccccc21 (configuration not stated) | -3.0 | 0% | 9 | -24% | 7% | 1% | -6% | 2% | -7%
Cc1nn(-c2ccccc2)c(C)c1NC(=O)CCl | -0.2 | 1% | -1 | nt | -2% | -2% | -7% | 2% | 8%
Cn1nnc(NC(=O)c2cccc(OCc3ccccc3)c2)n1 | -0.9 | -7% | 5 | 12% | -10% | 3%[57.1 µM] | -6% | 7% | -1%
Cc1ccc(-n2cc(CNCCCN3CCCC3=O)c(-c3ccc(F)cc3)n2)cc1 | -0.5 | 5% | 7 | 14% | -12% | 5% | -8% | -2% | -6%
COc1ccccc1N1CCN(Cc2cc(=O)n3ccsc3n2)CC1 | 0.0 | 7% | 3 | 10% | -20% | 11% | -11% | -2% | -6%
CCOC(=O)C1CCN(c2nc(-c3ccc(C)cc3)nc3ccccc23)CC1 | -1.0 | -10% | 27 | 17% | -9% | -2% | -1% | 4% | 0%
O=C(COC(=O)c1cccc(S(=O)(=O)N2CCCCC2)c1)NC1CCCc2ccccc21 (configuration not stated) | -0.4 | 1% | 6 | nt | -5% | -15% | -1% | 7% | 15%
O=C(NCc1cccnc1)c1cc(C2CCCN(S(=O)(=O)c3cccc4cccnc34)C2)on1 (configuration not stated) | -0.3 | -7% | -4 | 0% | -6% | 5% | -15% | -1% | -5%
COC(=O)COc1ccc2cccc(-n3cnnn3)c2c1 | -0.1 | 0% | -17 | 27% | -27% | 3% | ? | 5% | -6%
COc1ccc(-n2c(SCC(=O)NC3CC3)nc3ccccc3c2=O)cc1OC | 1.3 | 1% | -2 | -18% | 3% | 5% | 0% | 0% | 12%
N#Cc1c([N+](=O)[O-])cc([N+](=O)[O-])cc1S(=O)(=O)Cc1ccccc1 | -0.4 | -64%[inhibitor] | -8 | nt | -18% | 11µM* | 1.1µM* | 1% | -84%[inhibitor]
COC1=Nc2ccccc2/C=C\c2ccccc21 | -3.0 | -1% | 6 | -7% | -3% | -6% | 6% | 1% | 2%
COC1=C/C(=C/c2c(O)c(C#N)c3ccccn23)C=CC1=O | 0.0 | -26% | -18 | -9% | 3% | -16% | -18% | 14% | -25%
O=C(NCc1ccccc1)C1CC(=O)N(C2CCCCC2)C1 (configuration not stated) | -0.2 | -2% | -13 | 25% | -25% | 8% | -11% | 8% | -3%
CCOC(=O)C1CCN(C(=O)Cn2nc(C)n3nc(-c4ccc(CC)cc4)cc3c2=O)CC1 | -3.2 | 0% | -2 | -6% | -24% | -6% | -2% | 15% | -4%
COC(=O)COc1ccc2c(c1)O/C(=C\c1ccco1)C2=O | 4.8 | 10% | -5 | 38% | -19% | ? | -8% | 7% | -15%
C/C(Cc1ccccc1)=N\NC(=O)CNC(=O)c1cccc(F)c1 | -2.8 | 5% | 1 | -22% | -30% | 0% | -8% | 2% | 12%
CCOC(=O)CNC(=S)N(Cc1ccccc1)Cc1cccs1 | -1.6 | 5% | 9 | 9% | -22% | 3% | -19% | 12% | 8%
CCN(CC(=O)NC(C)C)C(=O)Cc1ccc(C)c(C)c1 | 0.5 | 4% | -5 | -1% | -1% | 10% | -9% | -7% | -12%
CCOc1ccc(S(=O)(=O)Nc2ccc(C(=O)N3CCC3)cc2)cc1 | -0.3 | 8% | 7 | 8% | -11% | -7% | -4% | 0% | 2%
Cc1ccc(C)c(NC(=O)CSc2n[nH]c(-c3ccccn3)n2)c1 | -0.8 | ? | -1 | -16% | 5% | -5%[57.1 µM] | 4% | -8% | 4%
CCCNC(=O)C1(C)CCCN(Cc2ccc(C(=O)OCC)o2)C1 (configuration not stated) | -0.1 | -5% | 0 | -26% | 1% | -1% | -5% | 3% | -20%
CCNC(=S)NNC(=O)c1cc(-c2ccccc2C)nc2ccccc12 | -0.3 | 1% | nt | 36% | -5% | -16% | -14% | 8% | -23%
COc1ccc(N2CCN(C(=O)CNS(=O)(=O)c3ccc(C)c(C)c3)CC2)cc1 | 3.6 | 4% | 1 | 11% | -1% | -4% | -14% | 4% | ?
COC(=O)COc1ccc(S(=O)(=O)N2CCN(c3ccccc3F)CC2)cc1C | 5.6 | 15% | nt | 39% | -7% | -17% | -2% | 10% | 10%

The listing continues.
SMILES | IL2 activator | aSyn yeast inh | PI5P4Ka inh | FUS yeast rescue | EPAC1 antag | WRN helicase inh | PLK1 PBD inh | EPAC1 agonist | Abeta rescue
CCOC(=O)Cc1csc(NC(=O)c2ccc(C)o2)n1 | -0.9 | -6% | nt | -17% | -1% | -1% | -9% | 6% | 5%
Cc1onc(-c2ccccc2Cl)c1C(=O)NNC(=O)c1nn(C)cc1Cl | -0.1 | 0% | 6 | 9% | 13% | -4% | -1% | 2% | 3%
CCOC(=O)c1ccc(NC(=O)CCc2c(C)nc3ncnn3c2C)cc1 | -0.4 | ? | 0 | nt | -17% | 4% | 0% | -3% | -5%
CCN1CCN(c2cc(C)c3cc(NC(=O)CCC(=O)Nc4ccc(OC)c(OC)c4)ccc3n2)CC1 | -0.4 | -1% | 2 | -30% | -6% | -7% | 4% | -4% | -24%
CCOC(=O)c1c(C)[nH]c(C(=O)OCc2ccccc2F)c1C | 0.7 | -1% | 9 | 9% | 5% | 9% | 1% | 3% | 3%
CCOC(CNC(=O)c1ccc2nc(N3CCC(C)CC3)sc2c1)OCC | -1.5 | 3% | nt | 33% | -1% | 6% | -1% | -3% | 8%
